DAX1 inh-1 – inhibitors of DAX1 repression of SF-1 activated StAR promoter; HEK293T StAR-luciferase reporter, SF-1/DAX-1 repression relief; inhibition, % at 6.8 µM; hit rate 1.1% among 370,000; AID 652010;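 active = inhibition above the mean over all tested compounds plus 3 SD, cut at about 3.6% in these data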;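 also: 0% = DAX-1 cells with DMSO and 100% = cells lacking DAX-1 with DMSO; higher inhibition means more luminescence from relief of DAX-1 repression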
DAX1 inh-2 – NR0B1 (DAX1) inhibition. HEK293 Gal4-DAX1 luciferase reporter, luminescence. hit rate 0.99% among 340,000. inhibition, % at 6.75 µM. P51843. AID 504766;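 active = inhibition above the mean over all tested compounds plus 3 SD, cut at about 4.2% in these data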;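 also: 0% = DAX1-transfected cells with DMSO and 100% = empty-vector control cells with DMSO; inhibition shows as a rise in luminescence from relieved DAX1 repression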
Target sequence (P51843 207-470 limits assumed): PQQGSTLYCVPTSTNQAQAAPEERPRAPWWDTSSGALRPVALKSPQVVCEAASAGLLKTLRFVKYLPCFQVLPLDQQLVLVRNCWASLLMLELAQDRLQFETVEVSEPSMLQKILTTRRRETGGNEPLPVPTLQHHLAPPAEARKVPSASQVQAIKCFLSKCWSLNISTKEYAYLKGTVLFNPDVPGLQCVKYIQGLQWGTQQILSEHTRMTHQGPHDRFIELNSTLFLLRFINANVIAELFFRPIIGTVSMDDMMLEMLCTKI
ADAM10 inh – inhibits human ADAM10; inhibition, % at 7 µM; recombinant ADAM10, EDANS/DABCYL FRET peptide cleavage, 3 h; O14672; hit rate 0.62% among 370,000;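 active = inhibition above a per-campaign cutoff equal to the mean of compounds falling between control-based bounds plus 3 SD, cut at about 20% in these data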;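 also: 0% = DMSO wells while the 100% control is not disclosed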
ADAM17 inh – ADAM17 inhibition, QFRET primary screen. P78536. hit rate 0.83% among 370,000. inhibition, % at 6.95 µM. recombinant ADAM17, EDANS/DABCYL FRET peptide cleavage. AID 720648;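 active = inhibition above the mean of compounds lying between control limits plus 3 SD, set per campaign, cut at about 8.5% in these data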;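 also: 0% = DMSO-only wells as the low control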
Target sequence (P78536 215-824 limits assumed): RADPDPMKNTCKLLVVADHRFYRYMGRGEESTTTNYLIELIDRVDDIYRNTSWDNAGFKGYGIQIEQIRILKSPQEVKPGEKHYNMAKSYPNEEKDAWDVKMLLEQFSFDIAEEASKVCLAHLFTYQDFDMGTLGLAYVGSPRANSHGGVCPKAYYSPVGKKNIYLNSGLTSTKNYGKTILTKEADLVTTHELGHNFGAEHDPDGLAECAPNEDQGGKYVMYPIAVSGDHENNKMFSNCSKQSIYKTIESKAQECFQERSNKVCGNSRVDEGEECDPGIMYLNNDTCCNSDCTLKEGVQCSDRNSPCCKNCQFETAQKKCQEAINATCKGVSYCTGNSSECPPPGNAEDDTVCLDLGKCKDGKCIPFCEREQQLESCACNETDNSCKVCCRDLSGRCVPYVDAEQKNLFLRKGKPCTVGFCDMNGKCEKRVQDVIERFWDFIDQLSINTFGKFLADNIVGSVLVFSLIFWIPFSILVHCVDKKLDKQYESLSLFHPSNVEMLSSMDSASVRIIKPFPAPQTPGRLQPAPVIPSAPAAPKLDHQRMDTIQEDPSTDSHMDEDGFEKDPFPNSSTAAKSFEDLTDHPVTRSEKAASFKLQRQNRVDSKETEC
hcDAF12 agonist – activators of H. contortus DAF-12 nuclear receptor; HEK293 hcDAF-12 lit1-tk-luc reporter, luminescence; 0% DMSO, 100% Δ7-dafachronic acid; activation, % at 6.8 µM; hit rate 1.4% among 370,000;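 active = activation above the mean of all tested compounds plus 3 SD, cut at about 5.5% in these data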;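 also: 100% = response to 3 µM Δ7-dafachronic acid high control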
GAA850 FXN act – frataxin GAA850 promoter activation | hit rate 0.56% among 360,000 | activation, % at 6 µM | HEK293 lucGAA850 FXN promoter luciferase reporter, 24 h; percent of 10 µM SAHA response;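 active = activation above the average of all compounds screened plus 3 SD, cutoff fixed separately per campaign, cut at about 7.5% in these data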;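 also: 0% = DMSO wells and 100% = 10 µM SAHA wells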
hgDAF-12 ag – hgDAF-12 agonism, primary luciferase screen; HEK293 GAL4-hgDAF12 UAS-luciferase reporter, agonist luminescence; normalized to butyrate control; activation, % at 6.8 µM; hit rate 1.8% among 370,000;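 active = activation above a cutoff set at the mean of all screened compounds plus 3 SD, cut at about 10% in these data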;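 also: 0% = DMSO wells and 100% = sodium butyrate wells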
GC-A act – GC-A (human) enzyme activation; P16066; HEK293 GC-A cells, cGMP TR-FRET, EC30 ANP; 0% at EC30 ANP, 100% saturating ANP; activation, % at 10 µM; hit rate 0.14% among 370,000; AID 1671463; in the data active = activation above about 40%
ssDAF12 agonist – activates DAF-12 receptor from parasite S. stercoralis; activation, % at 6.8 µM; HEK293 ssDAF-12/GRIP1 lit1-tk-luc reporter, luminescence; % of 3 µM dafachronic acid response; hit rate 1% among 370,000;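 active = activation above the mean over all tested compounds plus 3 SD, cut at about 0.9% in these data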;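 also: 0% = DMSO-only wells and 100% = 3 µM delta7-dafachronic acid wells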
SMARCA2 activ – activators of SMARCA2 function; MG213 cells, MMTV-luciferase reporter, dexamethasone, overnight; activation, % at 9.1 µM; hit rate 1% among 370,000; in the data active = activation above about 7.8%;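 also: 0% = vehicle wells and 100% = reference activator wells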
PG9 binder – binds the HIV-1 gp120 antibody PG9; hit rate 0.43% among 360,000; TR-FRET gp120-PG9 antibody binding; inhibition, % at 6.7 µM; in the data active = inhibition above about 8.5%
An asterisk follows results filed as active; · = no result given.

SMILES | DAX1 inh-1 | DAX1 inh-2 | ADAM10 inh | ADAM17 inh | hcDAF12 agonist | GAA850 FXN act | hgDAF-12 ag | GC-A act | ssDAF12 agonist | SMARCA2 activ | PG9 binder
COC(=O)C1=C2SC(C)C(=O)N2C(N)=C(C#N)C1c1cc(OC)c(OC)c(OC)c1 (stereo not drawn) | 0.1 | -0.3 | -4 | -3 | -2.6 | 1.8 | -1.4 | -3 | -0.3 | -6 | -0.9
CC(C)Oc1ccc(CN2CCCC(CO)(Cc3ccccc3)C2)cc1CO (stereo not drawn) | -0.1 | -0.5 | -8 | -3 | -0.2 | -0.7 | -3.3 | -4 | -1.4 | 1 | -1.4
Cc1ccc(C(=O)OCC(=O)NCc2ccco2)s1 | -0.5 | 1.8 | -3 | -2 | -0.4 | 2.2 | 1.8 | 1 | -1.4 | -2 | 0.6
Nc1nc(SCC(=O)Nc2ccccc2Sc2ccc(Cl)cc2)n[nH]1 | -1.4 | -1.8 | -5 | -1 | -2.5 | 3.0 | -1.9 | 11 | -1.3 | -5 | -2.6
COC(=O)COc1ccccc1/C=C1/NC(=O)NC1=O | -0.1 | 1.2 | -20 | -6 | 0.7 | 4.3 | 3.8 | -1 | -1.4 | 1 | -2.1
Cc1cccc(-c2nc(CN3CCN(Cc4cccc(F)c4)CC3)c(C)o2)c1 | 0.1 | 2.9 | 11 | -1 | -1.6 | 0.9 | 0.0 | -4 | -0.2 | 2 | -2.0
O=C(/C=C/c1ccccc1)OCc1cncs1 | -0.2 | 0.5 | -8 | 0 | 1.7 | 1.9 | 2.4 | -13 | -1.4 | 5 | -0.1
CC1(C)c2ccccc2N2CC(=O)N[C@@]21/C=C/C=C/c1ccccc1 | 0.2 | -0.3 | 5 | 0 | -1.1 | 1.1 | -1.7 | 2 | -0.8 | -9 | -1.1
CC(=O)N1CCN(CC(=O)Nc2ccc(SC(F)F)cc2)CC1 | -0.3 | 1.9 | 4 | -2 | -1.4 | 0.5 | 1.6 | 5 | -0.3 | 6 | 0.4
CCc1nnc(NC(=O)CSc2nnc(-c3ccoc3C)n2-c2cccc(C)c2)s1 | -0.5 | -0.9 | 15 | 1 | -1.3 | -3.1 | -0.2 | 1 | -1.0 | 0 | -1.6
COC(=O)c1cc2c(cc1NC(=O)CSCCc1ccccn1)OCO2 | -0.4 | 1.1 | -18 | -3 | -0.8 | 0.7 | -0.5 | 2 | -1.3 | 0 | 0.3
Nc1nc2ccc(C(=O)Nc3ccccc3)cc2s1 | 1.0 | 2.8 | 7 | -1 | 11* | 4.6 | 11* | -2 | 1.9* | 2 | 0.5
C=CCn1c(=O)c2c(nc3n2CCCN3CCc2ccc(OC)c(OC)c2)n(C)c1=O | -0.5 | -1.1 | 8 | -1 | -1.4 | 2.2 | -0.9 | 3 | -1.0 | -2 | -0.1
Cc1ccc(S(=O)(=O)NC(=O)NCc2ccc(Cl)cc2)cc1 | 0.2 | -1.1 | 4 | -4 | 0.4 | 1.1 | 4.0 | -2 | -1.1 | 1 | 0.2
Cc1ccc(C2CC(=O)C(C=NCCN3CCN(C(=S)Nc4ccccc4)CC3)=C(O)C2)cc1 (stereo not drawn) | 0.2 | 0.5 | 6 | 3 | -1.8 | 1.1 | 1.8 | 0 | -1.2 | 1 | -0.8
CCCCCCCN1CCN=C1Nc1ccccc1 | 0.0 | -0.6 | -1 | -5 | -0.1 | 1.8 | 0.4 | -2 | -1.4 | 1 | -1.9
COc1cc(CN2CCCC(CCC(=O)NCc3ccc(C)o3)C2)cc2c1OCO2 (stereo not drawn) | 0.2 | -0.8 | -2 | -6 | 0.7 | 3.4 | 1.6 | -5 | -0.5 | -2 | -1.1
CCCn1c(N)c(C(=O)CSc2nnc3ccccn23)c(=O)n(C)c1=O | 1.2 | 0.2 | -2 | -6 | 1.3 | -0.3 | -1.1 | 0 | -0.5 | -2 | 0.1
CCCC(c1nnnn1C1CCCC1)N1CCN(C(=O)c2ccco2)CC1 (stereo not drawn) | -0.9 | -0.2 | 11 | -2 | -0.5 | 0.3 | 0.2 | -2 | -1.1 | 4 | -0.4
CCOC(=O)C1CCN(c2ncnc3c2cnn3-c2ccccc2)CC1 | -0.2 | -0.4 | -3 | 3 | -3.0 | -3.3 | -4.1 | -8 | -1.2 | -5 | 1.7
Cc1ccc(C)c(NC(=O)CN(C)C(=O)c2nn(C)c(=O)c3ccccc23)c1 | -0.8 | -0.1 | -3 | 1 | -0.5 | 0.1 | -1.3 | -3 | -1.5 | -1 | -0.7
Cc1cc(C)c(NC(=O)CNC(=O)COC(=O)CNC(=O)c2ccc(Cl)cc2Cl)c(C)c1 | 1.0 | 0.4 | -3 | 0 | 0.1 | -3.8 | -1.4 | 1 | -0.5 | -2 | -1.0
Cc1ccccc1C(=O)OCC(=O)Nc1cccc(S(=O)(=O)NC2=NCCC2)c1 | -0.1 | -0.6 | -13 | -3 | -0.3 | -0.7 | -2.2 | 0 | -1.4 | 0 | -1.4
COc1cccc2[nH]c(C(=O)NCCc3ccccc3)cc12 | 0.8 | 0.5 | -107 | -36 | 4.1 | 4.0 | 4.2 | -1 | -0.8 | 6 | -1.5
CCOCc1c(C(=O)N2CCN(CC(=O)Nc3ccc(F)cc3)CC2)oc2ccccc12 | 0.0 | -0.8 | -2 | -2 | 3.7 | 1.8 | 0.9 | -2 | 1.2* | 2 | -0.6

The closing two compounds of the section above lead into the next.
SMILES | DAX1 inh-1 | DAX1 inh-2 | ADAM10 inh | ADAM17 inh | hcDAF12 agonist | GAA850 FXN act | hgDAF-12 ag | GC-A act | ssDAF12 agonist | SMARCA2 activ | PG9 binder
COc1cccc2[nH]c(C(=O)NCCc3ccccc3)cc12 | 0.8 | 0.5 | -107 | -36 | 4.1 | 4.0 | 4.2 | -1 | -0.8 | 6 | -1.5
CCOCc1c(C(=O)N2CCN(CC(=O)Nc3ccc(F)cc3)CC2)oc2ccccc12 | 0.0 | -0.8 | -2 | -2 | 3.7 | 1.8 | 0.9 | -2 | 1.2* | 2 | -0.6
O=S(=O)(c1cccc(-c2nnc(-c3cccnc3)o2)c1)N1CCCCC1 | -0.7 | 0.2 | -3 | 1 | 0.1 | 0.2 | -1.2 | 0 | -1.4 | -1 | -3.0
COc1ccc(CNC(=O)COC(=O)CN2C(=O)C3CC=CCC3C2=O)cc1 (stereo not drawn) | -1.4 | -2.2 | -17 | -5 | 3.2 | 0.0 | -2.3 | -1 | -0.8 | -4 | 2.0
O=S(=O)(c1ccc(Cl)s1)N1CCN(C/C=C/c2ccccc2)CC1 | -0.8 | -2.0 | 18 | 4 | -0.8 | 2.2 | -2.9 | -1 | -1.0 | -2 | -0.3
COc1cccc(CN2CCNC(=O)C2CC(=O)N(C)C2CCOCC2)c1 (stereo not drawn) | -0.1 | -0.1 | -3 | 0 | -1.4 | 1.7 | -0.6 | 2 | -0.7 | -2 | -2.6
COC(=O)C1CCN(c2cc(Cl)nc(N)n2)CC1 | -0.9 | -0.4 | 2 | -1 | -0.6 | 1.4 | 3.3 | 4 | -1.3 | 1 | 0.9
Cc1cccc(Cn2cc(COC(=O)NCCc3c[nH]c4ccccc34)nn2)c1 | -1.0 | · | 6 | -1 | -0.8 | · | 1.3 | -5 | -0.9 | -1 | ·
CCCCn1c(N)c(N(CCC(C)C)C(=O)CC2CCCCC2)c(=O)[nH]c1=O | 0.1 | 3.4 | 3 | 1 | -0.2 | 1.1 | 2.3 | 2 | -1.2 | 0 | -0.3
CCCC(=O)C1=C(O)C(C(=O)OC)C(C)(C)CC1=NCCc1ccc(OC)c(OC)c1 (stereo not drawn) | 0.2 | 2.5 | 2 | 0 | 1.1 | 1.4 | 1.9 | -2 | -1.9 | 7 | -1.8
CCOc1ccccc1NC(=O)c1ccc(S(=O)(=O)N2CCOCC2)cc1 | 0.1 | -0.9 | -9 | -1 | -1.2 | 0.3 | -0.3 | -2 | -1.3 | 3 | 0.9
O=Cc1c[nH]c2ccc(S(=O)(=O)N3CCOCC3)cc12 | -0.1 | 1.7 | -4 | 1 | -1.5 | -0.6 | -0.6 | 1 | -2.0 | -2 | -2.1
O=C(O)COc1ccc(/C=N/NC(=O)C2CCCN2S(=O)(=O)c2ccc(Cl)cc2)cc1 (stereo not drawn) | 0.5 | 0.5 | 9 | -1 | -0.5 | -0.4 | 0.6 | 3 | -1.0 | 0 | -0.4
COc1ccc(C=O)cc1COc1ccccc1F | -0.2 | -1.7 | 0 | 0 | 0.7 | 0.3 | 7.2 | 5 | -1.2 | 1 | -0.8
COC1CCCCC1NS(=O)(=O)c1ccc(Cl)cc1 (stereo not drawn) | -0.1 | -0.4 | 10 | 6 | 4.8 | 1.3 | -3.4 | 1 | -0.8 | -3 | 1.6
CCc1ccc(N2CC(C(=O)N3CCN(c4ccccn4)CC3)CC2=O)cc1 (stereo not drawn) | 0.6 | -1.8 | -1 | -3 | -0.6 | 0.2 | -3.8 | -4 | -0.4 | -3 | 1.7
COc1ccc(NC(=O)CN(C)C(=O)c2cc3c(s2)CCC(C)C3)cc1 (stereo not drawn) | 0.5 | -0.2 | -4 | -3 | -1.1 | -1.9 | -3.5 | -1 | -0.8 | -2 | 0.5
O=C(c1ccc(C23CC4CC(CC(C4)C2)C3)o1)N1CCOCC1 | 0.2 | 1.2 | 6 | -4 | -0.1 | 9.7* | 1.4 | 5 | -1.1 | 0 | -1.6
CS(=O)(=O)N(CC(=O)N1CCN(c2cccc(Cl)c2)CC1)c1ccccc1 | -0.1 | -1.1 | 8 | 0 | -1.9 | -1.5 | -1.7 | -14 | -1.3 | 0 | -0.5
CC(NC(=O)COC(=O)c1cc(Cl)nc(Cl)c1)c1ccccc1 (stereo not drawn) | 0.0 | 0.4 | 12 | -2 | -0.2 | -0.8 | -2.9 | -5 | -1.3 | -4 | -2.5
Cc1cc2c(c(=O)o1)[C@@]1(C(=O)N(c3ccccc3)c3ccccc31)C1=C(CCCC1=O)O2 | -1.1 | · | -3 | -3 | -2.3 | · | 2.5 | -3 | -0.7 | -5 | -0.9
COc1ccc([C@H]2[C@@H]3C=CCC[C@@]3(C)C(=O)N2Cc2ccccc2)cc1Cl | -0.1 | 1.8 | 10 | 3 | -1.0 | 1.5 | 0.8 | -12 | -0.9 | 0 | -1.9
CCOC(=O)c1c(C)[nH]c(C(=O)N(C)CC(=O)Nc2ccc(OCC)c(OCC)c2)c1C | -0.2 | 2.2 | -7 | 3 | -1.6 | -2.5 | -4.2 | -9 | -1.5 | -3 | 0.8
Cc1cc(C)cc(N(C(=O)Cc2cccs2)C(C(=O)NC2CCCC2)c2ccc(C)o2)c1 (stereo not drawn) | 0.7 | 0.3 | -11 | -6 | -0.3 | 0.6 | 2.4 | 9 | -1.0 | -2 | -0.3
CCOc1ccc(CNCc2cccnc2)cc1 | 0.5 | -0.3 | -6 | 0 | -2.5 | 0.8 | 0.9 | 0 | -0.8 | 1 | 1.8
Cc1ccc(C(=O)NCCc2nnc3ccc(SCC(=O)NCc4ccc(F)cc4)nn23)cc1 | 0.1 | -0.2 | -13 | -12 | -1.2 | 1.9 | -3.8 | -2 | -1.1 | -3 | -0.2
CCc1ccccc1NC(=O)CN(C)C(=O)CN1C(=O)NC2(CCCCCC2)C1=O | 0.3 | 2.2 | -5 | -3 | -1.9 | -1.9 | -3.8 | 8 | -1.6 | -3 | -1.0

High-throughput results: PubChem, several laboratories

This is a random part of the collection, and some 6.8% of all compounds hit somewhere here.
